# Screens as filed in PubChem BioAssay.
# RXFP1 ag: activates the human relaxin receptor RXFP1. 370,000 tested, 0.3% active. HEK293T-RXFP1 cAMP TR-FRET, 30 min; response scale: percent of porcine relaxin response, buffer zero. AID 2676. Q9HBX9. Potency, µM (top dose mostly 57.5 µM), without a hit: top-dose activation, hits mostly activators; active means well fitted activation curve with a large enough effect; inconclusive means small, poorly fitted or top-dose-only effect; further: potency means the concentration at half of the fitted maximal effect; on the % scale 0 is the no-effect control and ±100 the full control effect; nearly all actives have a fitted effect of over 60% in size; many of its hits are not listed in these tables
#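 HEK293 cells stably expressing RXFP1, treated 30 min at 37C with compounds plus PDE4 inhibitor Ro 20174; cAMP measured by HTRF TR-FRET. Normalized to buffer and 29 nM porcine relaxin; EC50 by Hill fit.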
# D2 agonist: agonists of human D2 dopamine receptor; P14416; HEK293 T-REx D2 cells, calcium flux agonist mode; activation, % at 2 µM; 340,000 tested, 0.53% active;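 active means activation over 3 SD above normal in the single-dose calcium agonist read, cut at about 30% in these data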; further: 0% is about no effect
#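 Agonism is scored from calcium flux in a force-coupled, inducible HEK293 cell line expressing D2, read kinetically for 180 s after compound addition against dopamine controls.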
# D2 potentiator: D2 dopamine receptor (human) potentiation; P14416; HEK293 T-REx D2, calcium flux, EC20 dopamine potentiation; potentiation, % at 10 µM; 340,000 tested, 0.34% active;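 active means potentiation over 3 SD above the plate norm, cut at about 30% in these data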; further: 0% is about no effect
#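 Calcium flux readout, no-wash dye, 1 read/s. Inducible HEK293 Trex D2 line, overnight 30 C. Compound alone 180 s (agonist flags), then EC20 dopamine, another 180 s to score potentiation.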
# TRHR PAM: allosterically enhances the human TRH receptor; P34981; TRHR cells, fluo-8 calcium fluorescence, EC20 TRH enhancement; enhancement, % at 2 µM; 360,000 tested, 0.66% active; AID 493056; in the data active means enhancement above about 30%; further: 0% is about no effect
# Target sequence (P34981 whole entry, looked up): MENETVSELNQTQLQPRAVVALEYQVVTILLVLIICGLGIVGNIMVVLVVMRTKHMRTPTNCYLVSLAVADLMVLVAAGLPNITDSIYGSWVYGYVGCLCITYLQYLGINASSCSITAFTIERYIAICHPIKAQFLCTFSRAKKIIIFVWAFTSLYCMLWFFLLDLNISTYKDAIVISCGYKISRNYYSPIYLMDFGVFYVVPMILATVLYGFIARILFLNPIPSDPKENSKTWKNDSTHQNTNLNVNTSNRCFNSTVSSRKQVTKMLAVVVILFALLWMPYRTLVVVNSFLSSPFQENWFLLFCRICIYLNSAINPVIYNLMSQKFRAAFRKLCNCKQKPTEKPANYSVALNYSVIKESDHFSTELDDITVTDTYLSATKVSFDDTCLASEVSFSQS
#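 TRHR-expressing cells loaded with fluo-8 calcium dye were read kinetically (ex 480/em 530) during compound addition, then stimulated with an EC20 of TRH (10 nM final). Enhancement of the Gq-mediated intracellular calcium response was scored.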
# D1 ag: agonists of human D1 dopamine receptor; P21728; HEK293 T-REx D1 cells, calcium flux, agonist mode; activation, % at 2 µM; 360,000 tested, 1% active; in the data active means activation above about 30%; further: 0% is about no effect
# Target sequence (P21728 whole entry, looked up): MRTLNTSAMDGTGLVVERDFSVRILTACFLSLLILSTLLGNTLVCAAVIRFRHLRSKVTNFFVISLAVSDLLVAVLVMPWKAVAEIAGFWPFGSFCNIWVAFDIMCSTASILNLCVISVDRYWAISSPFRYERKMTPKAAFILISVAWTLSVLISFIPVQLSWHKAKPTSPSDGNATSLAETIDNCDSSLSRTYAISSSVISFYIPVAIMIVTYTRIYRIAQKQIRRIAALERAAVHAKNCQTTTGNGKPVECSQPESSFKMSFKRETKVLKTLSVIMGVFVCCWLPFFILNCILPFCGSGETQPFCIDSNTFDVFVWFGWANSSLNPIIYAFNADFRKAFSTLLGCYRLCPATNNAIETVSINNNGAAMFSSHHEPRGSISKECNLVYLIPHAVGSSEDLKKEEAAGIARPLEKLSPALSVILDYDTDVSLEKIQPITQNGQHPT
#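 Tetracycline-induced HEK293 TREx D1 cells, force-coupled to calcium signalling, were dye-loaded with a no-wash calcium kit. Compound was pin-added after a 10 s baseline. Fluorescence was read kinetically at 1 cycle/s for 180 s, with calcium rises flagged as agonism.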
# D1 antagonist: human D1 dopamine receptor antagonism; 360,000 tested, 3.2% active; HEK293 TREx D1 cells, calcium flux, dopamine EC80; hits give low values; activity change, negative = inhibition, % at 10 µM; AID 504652; P21728; in the data active means activity change below about -30%; further: on the % scale 0 is the no-effect control and ±100 the full control effect
#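 Allosteric or orthosteric antagonism assessed as attenuation of the calcium response to EC80 dopamine, added 180 s after compound, in induced HEK293 Trex D1 cells loaded with no-wash calcium dye.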
# D2 antagonist: antagonists of human D2 dopamine receptor; inhibition, % at 10 µM; AID 485344; HEK293 TREx D2 cells, calcium flux, dopamine EC80; 340,000 tested, 2% active; P14416; in the data active means inhibition above about 30%; further: 0% is about no effect
#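 HEK293 T-REx D2 cells, tet-induced, calcium dye no-wash. Cpd pintool add, 180 s kinetic, then EC80 DA, 180 s kinetic. Ca flux read.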
# RXFP1 antagonist: RXFP1 (human) relaxin receptor antagonism; Q9HBX9; HEK293-RXFP1, relaxin-stimulated cAMP HTRF, 30 min; hits give low values; activity change, negative = inhibition, % at 57.5 µM; 350,000 tested, 0.59% active;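 active means activity change of -60% or lower, but not beyond a set lower limit; inconclusive means change between -60% and -40%, or beyond the set limit; inactive means change above -40%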; further: on the % scale 0 is the no-effect control and ±100 the full control effect
# D1 potentiator: enhances dopamine response at the human D1 receptor. P21728. AID 504651. potentiation, % at 10 µM. HEK293 TREx D1 cells, calcium flux, dopamine EC20 potentiation. 360,000 tested, 0.036% active; in the data active means potentiation above about 30%; further: 0% is about no effect
# * marks the source's active call; other numbers are inactive results; u = inconclusive; x = not tested or not shown.
SMILES,RXFP1 ag,D2 agonist,D2 potentiator,TRHR PAM,D1 ag,D1 antagonist,D2 antagonist,RXFP1 antagonist,D1 potentiator
CC(OC(=O)Cn1cnc2ccccc2c1=O)C(=O)N(C)c1ccccc1 (stereo not drawn),-0.6%,0.1,-0.6,-1.9,2.3,7.9,-7.8,-5.4,-2.2
CC(C)c1ccc(Nc2c(-c3ccccc3O)nc3cnccn23)cc1,2.1%,-0.5,20.4,-2.6,4.0,-16.3,x,x,0.6
CC(=O)c1c(C)[nH]c(C(=O)Nc2nc(-c3ccccc3)c(C)s2)c1C,1.1%,0.2,2.5,1.8,4.3,-4.0,-19.4,1.2,8.3
CN1/C(=C\C(=O)COC(=O)CNC(=O)c2ccc3ccccc3c2)C(C)(C)c2ccccc21,0.0%,-0.7,-25.5,4.4,1.9,2.5,-16.3,-5.5,-3.5
COc1ccc(Nc2nc(-c3ccccc3)nc3ccccc23)cc1S(=O)(=O)N1CCOCC1,1.6%,-1.1,3.2,0.4,3.6,-0.3,-4.9,-1.5,-2.3
COc1ccc(N(C(=O)c2snc(C(N)=O)c2N)C(C(=O)NC2CCCC2)c2cccs2)cc1OC (stereo not drawn),1.3%,-0.8,-0.7,-1.3,3.1,14.9,-4.5,5.5,x
Cc1c(N=C2NC(=O)/C(=C/c3cccc([N+](=O)[O-])c3)S2)c(=O)n(-c2ccccc2)n1C,-1.3%,1.2,7.2,1.5,2.1,4.5,-20.1,x,5.2
Clc1ccccc1CSc1nnc(C2CCNCC2)o1,2.0%,1.4,-10.2,-1.2,9.9,5.3,x,-1.3,-0.1
COc1ccc(OC)c(-c2nnc3n(CCc4ccccc4)c(=O)c4ccccc4n23)c1,-2.4%,-0.3,15.7,-1.3,6.8,-3.7,x,-7.7,-0.1
COc1ccccc1Sc1ccccc1/C=N/NC(N)=O,1.1%,-3.1,-1.9,-5.7,8.8,-10.6,-16.4,-15.1,-8.9
C=CC[C@H]1Cc2c(cccc2[N+](=O)[O-])[C@H](CC=C)N1,0.2%,36.2*,x,0.8,0.6,24.4,58.9*,-14.6,-1.6
Cc1ccc(-n2ncc(C(=O)NCC3CCN(C4CCCC4)C3)c2C2CCN(C(=O)OC(C)(C)C)CC2)cc1C (stereo not drawn),2.6%,0.4,7.5,-0.9,3.7,10.6,-13.0,-11.0,0.1
C=CCn1nnnc1SCC(=O)Nc1cccc(C(F)(F)F)c1,-1.5%,0.3,-0.3,0.3,-0.4,10.0,-12.8,4.7,-4.1
COC(=O)COc1ccc(C(C2C(=O)CC(C)(C)CC2=O)C2C(=O)CC(C)(C)CC2=O)cc1,-0.5%,-3.3,12.8,4.2,2.5,-4.8,-21.2,4.1,3.0
O=C(NCc1nnc(SCC(=O)N2CCN(c3ccccc3)CC2)o1)c1ccc(F)cc1,0.9%,0.9,-1.8,-1.5,7.3,-25.5,-1.3,-0.6,-1.1
Cc1ccc(Cn2c(O)c(N=NC(=S)Nc3ccccc3F)c3ccccc32)cc1,1.0%,0.2,3.6,-1.1,1.5,9.4,-23.7,-2.3,-4.5
Cc1cc(C)cc(NC(=O)CCc2nc3sc4c(c3c(=O)[nH]2)CCCC4)c1,2.3%,0.7,11.8,-1.4,2.4,29.3,-16.0,-16.3,-4.9
O=C(CN1CCC(O)(c2ccc3c(c2)OCO3)CC1)OC1CCCCC1,-0.2%,0.1,x,-7.3,5.5,-10.8,-22.4,-2.4,-3.9
COc1ccccc1C1CC(=O)Nc2c1c(=O)n(C)c(=O)n2C (stereo not drawn),-1.1%,0.3,8.1,-0.2,1.2,-9.7,4.1,x,1.0
Cc1ccc(NC(=O)CSCC(=O)O)cc1,-0.3%,x,x,5.2,1.5,9.0,x,6.9,-4.1

# A draw from above in order of number of heavy atoms, low to high:
SMILES,RXFP1 ag,D2 agonist,D2 potentiator,TRHR PAM,D1 ag,D1 antagonist,D2 antagonist,RXFP1 antagonist,D1 potentiator
COc1ccccc1C1CC(=O)Nc2c1c(=O)n(C)c(=O)n2C (stereo not drawn),-1.1%,0.3,8.1,-0.2,1.2,-9.7,4.1,x,1.0
O=C(CN1CCC(O)(c2ccc3c(c2)OCO3)CC1)OC1CCCCC1,-0.2%,0.1,x,-7.3,5.5,-10.8,-22.4,-2.4,-3.9
Cc1ccc(Cn2c(O)c(N=NC(=S)Nc3ccccc3F)c3ccccc32)cc1,1.0%,0.2,3.6,-1.1,1.5,9.4,-23.7,-2.3,-4.5

# (listing goes on)
SMILES,RXFP1 ag,D2 agonist,D2 potentiator,TRHR PAM,D1 ag,D1 antagonist,D2 antagonist,RXFP1 antagonist,D1 potentiator
N#Cc1cccc(NC(=O)COC(=O)C2CCC2)c1,-0.1%,1.4,-1.6,2.8,0.3,9.8,5.1,21.9,1.0
CCCCCCC(O)(c1ccc(OC)cc1)C(CN1CCOCC1)c1ccccc1 (stereo not drawn),0.1%,0.9,4.7,18.8,6.9,22.4,30.7*,-18.9,13.9
O=C(COC(=O)C1CC2C=CC1C2)Nc1cccc(S(=O)(=O)N2CCOCC2)c1 (stereo not drawn),-0.8%,-1.0,-12.5,-2.2,6.1,-3.6,0.2,-4.9,-10.9
CN(Cc1ccccc1)C(=O)c1nc2ccccn2c1CNCCOc1cccnc1,-1.6%,41.1*,-25.7,-12.4,-0.2,-2.4,-10.3,5.2,-5.2
Cc1cccc(NC(=O)COC(=O)c2cc(C)oc2C)c1,1.4%,-0.5,-9.6,-6.1,1.6,8.2,18.5,-12.7,-0.7
O=[N+]([O-])c1ccc(Cc2nnc(-c3ccccc3Cl)o2)cc1,3.0%,-0.4,10.1,0.0,3.1,-6.1,-10.0,-0.8,-0.6
O=C(CN1C(=O)NC2(CCCCCC2)C1=O)Nc1cccc(F)c1,-0.5%,-1.0,-5.4,1.5,1.8,-9.7,2.2,2.7,-5.7
COc1ccccc1N1CCN(C(=O)c2ccc3c(Cl)c4c(nc3c2)CCCC4)CC1,0.1%,-1.9,2.8,-5.5,-2.9,69.6,6.2,-5.1,5.0
OCCN(Cc1ccccc1)Cc1ccc(Cl)cc1,1.4%,-1.6,-18.0,-5.6,1.1,2.1,1.5,-15.6,0.7
CC1(c2ccc(OC(F)F)cc2)NC(=O)N(/N=C/c2c(O)ccc3ccccc23)C1=O (stereo not drawn),1.9%,8.1,10.3,-0.8,31.5*,28.7,-26.6,-11.8,-1.0
COc1ccc2c(CC(=O)Nc3nc(C)cs3)coc2c1,0.7%,6.4,-10.6,4.1,2.9,-15.2,11.7,-10.0,-1.2
C=C1CCC[C@]2(C)C[C@H]3OC(=O)C(CN[C@@H](C)c4ccccc4)[C@H]3CC12 (stereo partly drawn),-1.8%,-0.3,2.3,-0.1,35.6*,28.9,13.1,-9.5,-1.8
CCOc1ccc(/C=C2/SC(=O)NC2=S)cc1,1.1%,1.2,-4.3,-1.6,1.0,17.6,-15.9,x,-8.8
Cn1c(=O)c([N+](=O)[O-])c(NCC2CCCO2)c2ccccc21 (stereo not drawn),9.4%,-0.8,3.9,-4.0,3.2,-7.8,2.7,-1.3,-3.2
COc1cccc(CN(C)C(=O)CCNC(=O)c2ccc(Br)cc2)c1,2.9%,0.4,-15.2,-3.3,-0.2,6.4,5.9,-8.8,-2.0
CCCCNC(=O)c1onc(CSc2cccc(OCC)c2)c1C(=O)O,0.9%,-0.3,4.7,7.7,1.6,17.8,6.9,x,0.4
CCn1c(SCC(=O)c2cc(OC)ccc2OC)nnc1C(C)C,2.9%,-0.9,5.8,3.6,2.6,-5.4,3.0,-21.5,-5.3
CN(Cc1ccccc1)C(=C(Cl)Cl)C(=C1NCCN1)[N+](=O)[O-],-1.0%,1.0,-8.9,-10.5,2.3,5.4,33.6*,5.1,-4.4
Cc1ccc(C(C)NC(=O)C2CCCO2)cc1C (stereo not drawn),-1.3%,-0.4,11.3,-2.9,2.3,10.8,0.9,-2.4,-2.4
Cc1cccc(C)c1OCC(=O)N(Cc1ccco1)Cc1ccco1,0.4%,-0.7,-1.8,-7.2,3.6,-18.7,x,-34.1,-3.2
CCOc1ccc(-c2cc3c(=O)n(CC(=O)NCc4ccc(OC)cc4)ccn3n2)cc1,10.4%,1.5,-3.7,0.3,0.1,8.7,x,4.9,0.6
CC(C)(C)C1CCc2c(sc(NC(=O)Cn3nnc(-c4cccc(C(F)(F)F)c4)n3)c2C#N)C1 (stereo not drawn),-0.2%,0.9,-7.2,0.1,-0.1,-4.9,x,x,-2.2
CCOC(=O)Cc1csc(NS(=O)(=O)c2ccc(NC(C)=O)cc2)n1,0.6%,-0.7,8.6,-4.4,10.2,5.2,13.7,-4.8,1.8
CC1CCCC(C)N1C(=O)COC(=O)c1ccc(F)c(S(=O)(=O)N2CCOCC2)c1 (stereo not drawn),-0.8%,1.4,6.7,4.3,4.3,-5.1,-3.3,-1.0,1.9
CCc1ccc(/C(C)=N\Nc2ccc([N+](=O)[O-])cc2)cc1,1.7%,2.0,5.6,5.3,11.7,0.6,0.1,26.4,-3.2
Cn1c(NC(=O)c2ccc(Cl)cc2)cc(=O)n(C)c1=O,4.1%,0.4,0.9,-5.5,2.2,7.1,-11.5,11.2,-0.5
Cc1csc(NC(=O)CSc2nnc(CCNC(=O)c3cccs3)n2C)n1,-0.4%,0.7,11.3,9.0,1.1,5.2,-42.3,0.8,-7.1
CC(C)CNC(=S)N1CCN(Cc2ccc3c(c2)OCO3)CC1,0.3%,-0.1,-6.0,-6.9,3.4,1.4,-6.9,4.2,-0.9
COCCN1CN(S(=O)(=O)c2cccc(Cl)c2)c2nc3ccccc3nc21,4.1%,0.0,-7.2,-4.1,0.3,13.6,1.7,-16.1,-6.0
COc1ccccc1-c1cc(NC(=O)COc2ccccc2Cl)n(-c2ccccc2)n1,u,0.8,5.9,-4.2,2.0,-7.5,x,x,-3.9

# Full records, looked up by structure. Order of values: RXFP1 ag	D2 agonist	D2 potentiator	TRHR PAM	D1 ag	D1 antagonist	D2 antagonist	RXFP1 antagonist	D1 potentiator
# `CCOC(=O)Cc1csc(NS(=O)(=O)c2ccc(NC(C)=O)cc2)n1` is listed with 0.6%	-0.7	8.6	-4.4	10.2	5.2	13.7	-4.8	1.8
# `CCOc1ccc(-c2cc3c(=O)n(CC(=O)NCc4ccc(OC)cc4)ccn3n2)cc1` is listed with 10.4%	1.5	-3.7	0.3	0.1	8.7	x	4.9	0.6
# `CC(C)(C)C1CCc2c(sc(NC(=O)Cn3nnc(-c4cccc(C(F)(F)F)c4)n3)c2C#N)C1` (stereo not drawn) is listed with -0.2%	0.9	-7.2	0.1	-0.1	-4.9	x	x	-2.2
# `Cn1c(NC(=O)c2ccc(Cl)cc2)cc(=O)n(C)c1=O` is listed with 4.1%	0.4	0.9	-5.5	2.2	7.1	-11.5	11.2	-0.5

# This is a subset; count on the stated rates, not on these rows.
